# From PubChem BioAssay
# Yfh1-off respiration: enhancers of respiration in Yfh1-depleted yeast, dose response, Friedreich's ataxia, plus single-dose screen (AID 1465) | 0.074% of 220,000 active | S. cerevisiae Yfh1-off respiration, WST-1 reduction, 72 h; higher fold induction means a stronger effect | fold induction at 50 µM; hits with a dose series show EC50 in µM;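 active means fold induction of absorbance versus untreated yeast above a set limit, then at least 30% activation at any dose in follow-up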;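 further: activators that raise dye reduction in frataxin-depleted yeast; strong numbers were not always called active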
# Autophagy HCS: autophagy modulation, high-content screen. 0.98% of 190,000 active. calls only at 10 µM (by protocol). MEF GFP-LC3 puncta imaging; test concentration mostly 10 µM;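 active means percentage of spot-positive cells more than 3 SD above its plate mean, without a fluorescence outlier flag or 80% toxicity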;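 further: spot-positive cell cutoff set from DMSO-treated cells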
# bCat nuc transl: modulators of beta-catenin nuclear translocation | AID 1665 | HeLa beta-catenin nuclear translocation, immunofluorescence imaging | 0.3% of 190,000 active | nuclear translocation activity, % at 5 µM;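 active means nuclear translocation activity above 50% at 5 µM, with a well cell count of 50 or more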;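 further: per-cell ratio of nuclear to cytoplasmic median beta-catenin stain intensity; plate controls were DMSO negative control for no effect and GSK-3 inhibitor IX positive control for full effect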
#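 Test system: human HeLa cell line; Doses: 5 µM primary, 0.02–20 µM confirmation; Incubation: 24 h compound exposure, 37°C; Detection: beta-catenin immunofluorescence imaging with DAPI; Read-out: beta-catenin nuclear/cytoplasmic ratio, % activation.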
# NOD1 inhibition: inhibition of NOD1-driven NF-kB reporter – cell-based, luminescence, uHTS, primary screen (AID 1578); inhibition, % at 4 µM, or EC50 in µM where a hit was titrated; NOD1-driven NF-kB luciferase reporter cells, luminescence; higher % means a stronger effect; 1% of 290,000 active; in the data active means inhibition mostly above about 36%, no sharp cut-off; inactive means mostly below about 34%;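 further: HEK-293T reporter cells stimulated with the NOD1 agonist gamma-tri-DAP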
# Insulin prom up: MIN6 insulin promoter up-regulation; MIN6 insulin promoter-GFP reporter, high-content imaging; active compounds read high; AID 1625; 0.3% of 190,000 active; z-score at 5 µM;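 active means z-score above 3 at 5 µM with at least 500 cells counted in the well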
# Dynein transport: dynein cargo transport inhibition. 3617.4 mouse cells, GR-EGFP nuclear translocation imaging; test concentration mostly 20 µM; stimulated with dexamethasone, 1 µM; active compounds read low. z-score, hits read low. 0.47% of 220,000 active. AID 1381;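 active means plate z-score of nuclear minus cytoplasmic receptor signal below a set negative limit, without overly bright fluorescence or cell loss, cut at about -3.5 in these data, passing the limit was not always enough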;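 further: z-score of nuclear minus cytoplasmic ring GR-EGFP intensity difference per well; some compounds called inactive have numbers as strong as hits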
#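 medium = tetracycline-free induction medium containing charcoal-stripped FBS | probe or stimulus = dexamethasone, 1.0 µM final | timing = 48 h induction, then 1 h compound, then 30 min agonist, 37 °C | detection = automated 10x imaging of fixed Hoechst-stained cells | read-out basis = nuclear versus cytoplasmic GR-EGFP signal, averaged per well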
# P. falciparum M17LAP: P. falciparum M17LAP inhibitors, primary screen, biochemical, fluorogenic H-Leu-NHMec substrate, 1536-well (AID 1619); inhibition, % at 30 µM; hits with a dose series show IC50 in µM; 0.38% of 220,000 active; recombinant M17LAP, H-Leu-NHMec fluorogenic kinetic assay; higher % means a stronger effect;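 active means compound inhibiting the enzyme by more than half at any dose during confirmatory dose-response retesting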;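 further: plate controls were full reaction with DMSO carrier for no effect and no enzyme background for full effect; strong numbers were not always called active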
# MT stabilize HCS: stabilizes microtubules in HeLa cells; HeLa tubulin immunostaining HCS, 24 h; share of cells brighter than vehicle mean+2SD; % tubulin-high responders, % at 10 µM; 0.83% of 200,000 active;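 active means plate Z-score above 3 for both tubulin-high and condensed-nucleus cell shares, with cell loss under 80%, at 10 µM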;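 further: anti alpha tubulin signal scored within the nucleus-defined area of each cell; some results filed as inactive read as strong as hits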
# HEK293 NOD2/NF-kB: NOD2 signaling inhibitors, cell-based, luminescence, uHTS, HEK293 (AID 1566); HEK293 NOD2/NF-kB luciferase reporter, luminescence; higher % means a stronger effect; inhibition, % at 4 µM, or EC50 in µM where a hit was titrated; 0.63% of 290,000 active; in the data active means inhibition above about 50%; further: many of its hits are not listed in these tables
# Dynein transport cytoplasmic EGFP: second read-out of Dynein transport, no call of its own (marks repeat the call); z-score; measured here: cytoplasmic GR-EGFP intensity; active compounds read high
# Dynein transport nuclear GR-EGFP: further read-out of Dynein transport, marked with its call; z-score; measured here: nuclear GR-EGFP intensity;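 lower value marks the stronger effect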
# Dynein transport cell count: also measured in Dynein transport; calls as there; z-score; measured here: cell count per field
# Insulin prom up cell count: also measured in Insulin prom up; calls as there; cell count; measured here: cytotoxicity, nuclei count;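 total cells summed across four imaged fields per well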
# bCat nuc transl cell count 5 µM: second read-out of bCat nuc transl, no call of its own (marks repeat the call); cell count; measured here: cell count, cytotoxicity flag
# MT stabilize HCS Hoechst-high %: second read-out of MT stabilize HCS, no call of its own (marks repeat the call); % Hoechst-high responders; measured here: nuclear condensation Hoechst responders;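 share of cells brighter than vehicle mean plus two SD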
# MT stabilize HCS cytotoxicity %: also measured in MT stabilize HCS; calls as there; toxicity, %; measured here: cytotoxicity by cell density;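 0% = mean cell density of plate MIN control wells and 100% = no cells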
# Autophagy HCS cell loss 18 h: further read-out of Autophagy HCS, marked with its call; toxicity, %; measured here: cell loss, nuclei count;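 cell loss after 18 h compound exposure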
# Numbers without * were called inactive; i = inactive; · = no result given. The list is partial; rates above refer to the full screens.
SMILES,Yfh1-off respiration,Autophagy HCS,Autophagy HCS cell loss 18 h,bCat nuc transl,bCat nuc transl cell count 5 µM,NOD1 inhibition,Insulin prom up,Insulin prom up cell count,Dynein transport,Dynein transport cytoplasmic EGFP,Dynein transport nuclear GR-EGFP,Dynein transport cell count,P. falciparum M17LAP,MT stabilize HCS,MT stabilize HCS Hoechst-high %,MT stabilize HCS cytotoxicity %,HEK293 NOD2/NF-kB
N/C(=N\O)c1ccccc1-n1cccc1,i,i,6,-2.1,1130,-36%,-0.33,1256,-0.23,-0.3,0.16,0.04,2%,3.7,3.2,5.5,-6%
Cc1cc(F)ccc1S(=O)(=O)N1CCCOC1CNC(=O)C(=O)NCCc1c[nH]c2ccccc12 (stereo not given),i,i,11,-2.4,552,-21%,0.56,1317,-0.76,-0.26,-0.69,0.81,-1%,2.2,1.7,7.4,18%
CC(C)(C)OC(=O)N/N=C\c1ccc(OC(=O)c2cccs2)cc1,i,i,1,-5.9,531,1%,-0.23,1456,-0.39,-0.24,-0.056,0.79,-3%,2.8,1.9,6.0,27%
O=C(Nc1nccs1)c1nc(-c2ccccc2)n(-c2ccccc2)n1,i,i,15,-1.3,1211,-19%,-0.86,1019,-0.12,-0.047,0.13,0.52,-3%,1.9,2.0,12,15%
Clc1ccc(Sc2oc(/C=N/n3cnnc3)cc2Br)cc1,i,i,-16,3.4,1088,-5%,0.39,1335,-0.12,-0.27,0.11,-0.34,-9%,5.7,2.8,3.5,-14%
O=C(N/N=C/c1cc(Br)ccc1O)c1ccncc1,i,·,·,2.9,1250,-4%,0.62,970,-0.64,-0.27,0.0069,0.97,47%,·,·,·,28%
C=CCn1c(SCc2c(Cl)cccc2Cl)nnc1-c1cccnc1,i,i,-7,-2.1,1132,0%,-0.61,985,0.64,-0.27,0.41,0.3,11%,1.4,1.7,8.7,1%
Cc1cc(NC(=O)CSc2nc3ccsc3c(=O)n2NC(=O)c2ccccc2)no1,i,i,0,-0.3,990,-34%,·,·,0.51,-0.23,0.25,0.035,9%,2.9,1.7,3.0,-8%
CCn1c(CSc2nc(C)cs2)nc2cc(S(=O)(=O)N(C)C)ccc21,i,i,12,-0.1,1410,-9%,-0.64,1327,0.63,-0.27,0.64,-0.081,-2%,3.8,1.8,8.3,-54%
Cc1oc(-c2ccc3c(c2)OCCO3)cc1C(=O)NC(CCC(=O)O)C(=O)O (stereo not given),i,i,8,-2.0,1135,-68%,-0.02,1005,-0.037,-0.18,0.32,-0.82,33%,4.8,3.1,6.3,-108%
NNC(=O)c1ccc(N2CCCCCC2)c([N+](=O)[O-])c1,i,i,-7,0.1,1064,-18%,-0.36,1291,0.27,-0.19,0.46,0.34,16%,·,·,·,12%
Cc1ccc(C2CC(C(F)F)n3ncc(C(=O)Nc4c(C)nn(Cc5c(F)cccc5Cl)c4C)c3N2)cc1 (stereo not given),i,i,9,0.8,1119,-17%,·,·,0.23,-0.25,0.1,0.14,-5%,3.3,1.8,12,-1%
Cc1nc(Nc2ccccc2C(F)(F)F)sc1C(=O)N(C)C,i,i,7,·,·,-28%,-1.6,1281,-0.72,-0.2,0.13,0.57,4%,2.2,2.2,6.4,0%
N#CCCN(C(=S)NC(=O)c1ccco1)c1ccccc1F,i,i,-11,-0.1,982,-40%,0.35,1412,-0.056,-0.13,0.059,0.1,11%,4.1,3.1,7.4,1%
C=CCn1c(SCC(=O)N2CCCC2)nc2scc(-c3cccs3)c2c1=O,·,i,-8,0.1,1392,41%,-1.8,1065,-0.26,-0.17,-0.16,-0.2,6%,3.6,1.9,7.0,11%
COC(=O)Nc1ccc(S(=O)(=O)N2CCCC(C(=O)N3CCN(C)CC3)C2)cc1 (stereo not given),i,·,·,0.1,1347,-7%,0.94,1035,1.1,-0.21,1.1,-1.1,-2%,·,·,·,-11%
COc1cc(/C=N/NC(=O)C(=O)NCC2CCCO2)ccc1O (stereo not given),i,i,5,5.4,457,-13%,0.2,1367,-0.069,-0.25,-0.016,0.49,32%,1.3,2.1,5.5,-10%
Cc1ccc(C(=O)OCC(=O)NC(C)C)cc1S(=O)(=O)N1CCOCC1,i,i,3,1.1,1083,-16%,0.56,1147,0.4,-0.065,0.41,-1.4,-5%,2.4,3.4,9.2,-6%
O=C(N/N=C/c1ccc(OCCCF)cc1)c1cc(OCC(F)(F)F)ccc1OCC(F)(F)F,i,i,8,-0.2,1351,13%,-0.34,1099,0.014,-0.21,-0.14,-0.0029,11%,1.1,1.2,7.9,8%
O=C(CC1SC(=Nc2ccccc2)N(CCCCO)C1=O)NCc1ccccc1 (stereo not given),i,i,-11,-2.7,1192,-20%,-0.52,1323,0.69,-0.15,0.31,-1,13%,2.0,3.6,13,5%
Oc1cccc2ccc(/C=C/c3ccc(Br)s3)nc12,i,i,-8,0.5,1478,30%,·,·,-0.9,-0.16,-0.82,0.64,5%,2.6,2.5,6.9,-84%
Cn1nc(C(F)(F)F)c(-c2ccc(Br)cc2)c1NC(=O)c1cccnc1,i,·,·,1.5,1290,-7%,0.3,1064,-0.47,-0.28,0.16,0.83,4%,·,·,·,10%
COc1ccc(C[C@H]2CN3C(=NC[C@@H]3C)N2CCNC(=O)CCC2CCCCC2)cc1,i,i,21,-1.7,1183,-27%,-0.58,1355,-0.72,-0.31,-0.18,0.38,-2%,2.2,1.3,5.8,8%
Cn1c2c(c(=O)n(C)c1=O)CN(CCN1CCNCC1)CN2,i,i,-3,-2.4,1416,19%,0.19,1586,-0.5,-0.22,-0.36,1.1,6%,2.4,1.1,6.9,7%
CC(C)(C)C(=O)CN1CCN(C2c3ccccc3-c3ccccc32)CC1,i,i,-2,·,·,8%,0.91,835,-0.58,-0.049,-0.42,0.54,4%,1.4,0.7,5.0,-16%
COc1ccc(S(=O)(=O)N2CCN(c3ccc4nnc(-c5ccc(F)cc5)n4n3)CC2)cc1,i,i,14,·,·,-28%,-4.4,557,-0.9,-0.21,-0.41,0.53,-2%,4.9,8.0,10.0,28%
Cc1c(Cl)cccc1Nc1nc(N)nc(CN2CCc3ccccc3C2)n1,i,i,-1,-2.8,993,-37%,0.2,895,-0.37,-0.24,-0.1,0.58,6%,3.2,2.1,3.9,-9%
COc1ccc(CNC(=O)CSc2nnc(-c3cccnc3)n2N)cc1,i,i,14,-3.1,1033,-45%,-0.25,1222,-0.16,-0.21,-0.13,0.069,-4%,3.0,2.9,4.2,-2%
COc1cc2c(cc1OC)CN(C(=O)CC1CC3CCC1C3)CC2 (stereo not given),i,i,13,2.9,930,-27%,-0.84,1385,-0.75,-0.14,-0.049,-0.11,9%,4.7,2.3,5.0,18%
O=C(Cc1ccccc1F)Nc1cccc2cccnc12,i,i,23,-2.8,584,-25%,-0.05,1315,0.3,-0.25,0.15,0.57,1%,3.1,1.1,5.9,-6%
COC(=O)c1ccc(CSc2nnc(SCc3ccc(C(=O)OC)o3)s2)o1,i,i,8,-4.0,884,-13%,0.55,1464,-0.54,-0.084,-0.23,0.17,19%,1.4,1.9,4.4,4%
CCOC(=O)CN(C(=O)CSc1nnc(CNc2ccc(C)cc2C)n1CC)c1ccccc1,·,i,15,2.0,1385,-4%,-0.59,918,0.14,0.24,0.26,0.27,-8%,2.2,2.4,8.4,-12%
Cn1c(SCC(=O)Nc2cccc(S(=O)(=O)N3CCOCC3)c2)nnc1-c1ccncc1,i,i,10,-3.4,990,1%,-0.05,1147,-0.35,-0.095,0.57,0.34,-5%,5.2,2.5,8.0,-9%
Cc1ccc(S(=O)(=O)N2CCCCC2C(=O)Nc2nncs2)cc1 (stereo not given),i,·,·,-2.8,1188,-8%,-0.11,1435,-0.17,-0.15,0.075,-0.84,0%,·,·,·,-1%
COc1cccc(/C=C(\C(=O)O)c2ccccc2)c1,i,i,-2,-6.8,1157,-31%,0.41,1340,-0.76,-0.18,-0.41,0.92,-1%,1.7,2.4,15,12%
C=C1C2(C(=O)Nc3nccs3)CCC(C2)C1(C)C (stereo not given),i,i,20,-1.3,1148,-9%,1,1102,1.9,-0.31,2,-1.8,-8%,1.9,2.4,20,2%
O=C(Nc1ccc(-c2nc3ccccc3s2)cc1)C1=COCCO1,i,i,1,-0.4,1000,36%,-0.02,1396,-0.0091,-0.28,-0.21,-0.048,7%,3.2,3.4,7.2,15%
Cc1cccc2cc(CN(Cc3ccc(F)cc3)C(=O)N3CCOCC3)c3nnnn3c12,i,i,-31,-0.3,1456,-24%,-0.12,1509,-0.81,-0.32,-0.16,0.18,-1%,2.6,1.8,8.0,-8%
